# D1 agonist: activates the human D1 dopamine receptor | P21728 | HEK293 T-REx D1 cells, calcium flux, agonist mode | activation, % at 2 µM | actives 1% (n = 360,000); in the data active = activation above about 30%; also: 0% is about no effect
# Target sequence (P21728 whole entry, looked up): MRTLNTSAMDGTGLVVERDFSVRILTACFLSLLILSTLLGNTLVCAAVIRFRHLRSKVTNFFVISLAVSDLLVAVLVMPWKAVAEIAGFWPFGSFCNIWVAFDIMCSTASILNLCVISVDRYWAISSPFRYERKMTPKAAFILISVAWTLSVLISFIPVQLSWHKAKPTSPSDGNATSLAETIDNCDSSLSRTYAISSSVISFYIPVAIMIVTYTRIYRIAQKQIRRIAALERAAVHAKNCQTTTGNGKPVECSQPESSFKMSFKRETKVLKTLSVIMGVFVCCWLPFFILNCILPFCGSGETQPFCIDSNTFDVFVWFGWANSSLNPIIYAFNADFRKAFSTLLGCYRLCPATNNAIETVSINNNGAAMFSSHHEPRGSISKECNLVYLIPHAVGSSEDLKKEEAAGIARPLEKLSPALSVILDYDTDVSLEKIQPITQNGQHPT
#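 Inducible HEK293 T-REx D1 cells, force-coupled to calcium signalling, were plated at 4000 cells/well with tetracycline and held overnight at 30 C. After no-wash calcium dye loading, compound-evoked calcium rise over 180 s flagged agonists.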
# RXFP1 ag: agonists of human relaxin receptor RXFP1 | AID 2676 | Q9HBX9 | Potency, µM (series often up to 57.5 µM), for the others: at the top dose activation, actives largely listed as activators | actives 0.3% (n = 370,000) | HEK293T-RXFP1 cAMP TR-FRET, 30 min; response scale: percent of porcine relaxin response, buffer zero; also: potency is read from the fitted curve at half-maximal effect; % is scaled to controls: 0 for no effect and ±100 for the full control effect; nearly all actives have a fitted effect of over 60% in size; many of its hits are not listed in these tables
#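 cAMP rise read by TR-FRET after 30 min, 37C compound exposure (up to 58 uM) in RXFP1-transfected HEK293 cells with Ro 20174 present. EC50 from Hill-equation fits, with 29 nM porcine relaxin as 100% and buffer as basal.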
# TRHR agonist: agonists of human TRH receptor; P34981; TRHR cells, calcium flux fluo-8, FDSS agonist mode; activation, % at 2 µM; actives 0.18% (n = 360,000); AID 493084; in the data active = activation above about 30%; also: 0% is about no effect
# Target sequence (P34981 whole entry, looked up): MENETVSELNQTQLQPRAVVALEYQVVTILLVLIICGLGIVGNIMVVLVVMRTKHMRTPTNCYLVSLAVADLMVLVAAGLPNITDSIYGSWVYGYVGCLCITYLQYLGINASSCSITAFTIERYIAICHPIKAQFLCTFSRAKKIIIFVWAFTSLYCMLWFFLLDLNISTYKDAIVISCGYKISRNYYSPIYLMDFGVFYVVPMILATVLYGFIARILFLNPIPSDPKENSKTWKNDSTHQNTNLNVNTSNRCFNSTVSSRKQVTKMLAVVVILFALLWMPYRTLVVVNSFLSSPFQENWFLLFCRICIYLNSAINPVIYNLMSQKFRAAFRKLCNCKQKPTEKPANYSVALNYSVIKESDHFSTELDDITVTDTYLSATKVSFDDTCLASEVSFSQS
#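 TRHR-expressing cells loaded with fluo-8 calcium dye; 23 nL library compound pin-transferred, kinetic FDSS fluorescence (Ex 480/Em 530) recorded about 180 s for agonist-induced calcium release, before a 10 nM TRH EC20 addition for potentiator mode.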
# TRHR enhancer: allosteric enhancers of human TRH receptor. TRHR cells, fluo-8 calcium fluorescence, EC20 TRH enhancement. enhancement, % at 2 µM. actives 0.66% (n = 360,000); in the data active = enhancement above about 30%; also: 0% is about no effect
#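 Enhancer read-out: after compound pinning and an initial kinetic agonist-mode read, an EC20 of TRH (10 nM final) was injected and fluo-8 calcium signal (Ex 480/Em 530) followed at 1 s/cycle for 100 cycles in TRHR-expressing cells.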
# D2 PAM: positive allosteric modulators of human D2 dopamine receptor; P14416; HEK293 T-REx D2, calcium flux, EC20 dopamine potentiation; potentiation, % at 10 µM; actives 0.34% (n = 340,000); AID 485347;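 active = potentiation over 3 SD above the plate norm, cut at about 30% in these data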; also: 0% is about no effect
#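 Tetracycline-induced HEK293 T-REx cells force-coupled to calcium signalling expressed D2; compounds were pin-added after a 10 s baseline, read kinetically 180 s, then an EC20 dopamine challenge followed with a further 180 s calcium read.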
# D1 PAM: enhances dopamine response at the human D1 receptor. P21728. HEK293 TREx D1 cells, calcium flux, dopamine EC20 potentiation. potentiation, % at 10 µM. actives 0.036% (n = 360,000). AID 504651; in the data active = potentiation above about 30%; also: 0% is about no effect
# Anesthetic bind: candidate novel general anesthetic via apoferritin binding | apoferritin/1-aminoanthracene competitive binding, fluorescence | Potency, µM (titrated, usually from 77.5 µM), for the others: at the top dose activity change, negative = displacement, usual class: inhibitors | actives 0.074% (n = 350,000) | P02791; also: potency is read from the fitted curve at half-maximal effect; % is scaled to controls: 0 for no effect and ±100 for the full control effect; nearly all actives have a fitted effect of over 20% in size
#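 Read-out: endpoint 1-AMA fluorescence, excitation 380 nm and emission 535 nm, after compounds sit 10 min at room temperature with 10 uM horse-spleen apoferritin in 50% saturated 1-AMA/PBS. Values come from four-parameter Hill fits.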
# RXFP1 antagonist: blocks the human relaxin receptor RXFP1. actives 0.59% (n = 350,000). HEK293-RXFP1, relaxin-stimulated cAMP HTRF, 30 min; stronger effect = lower value. activity change, negative = inhibition, % at 57.5 µM. AID 1259400;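 active = activity change of -60% or lower, but not beyond a set lower limit; inconclusive = change between -60% and -40%, or beyond the set limit; inactive = change above -40%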; also: % is scaled to controls: 0 for no effect and ±100 for the full control effect
# D1 antagonist: blocks dopamine activation of the human D1 receptor; HEK293 TREx D1 cells, calcium flux, dopamine EC80; stronger effect = lower value; activity change, negative = inhibition, % at 10 µM; P21728; actives 3.2% (n = 360,000); in the data active = activity change below about -30%; also: % is scaled to controls: 0 for no effect and ±100 for the full control effect
#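 Compound effects on dopamine-evoked calcium signalling were measured in tetracycline-induced HEK293 Trex D1 cells. Dopamine at EC80 followed a 180 s compound pre-read, and fluorescence was tracked kinetically for 180 s more.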
# * = called active by the depositor; u = inconclusive; x = no result given; [ ] = remark or other dose. Unless noted, calls follow the shape of the dose curve; as a rule, active = well fitted curve in the direction sought with a large enough effect; inconclusive = small, poorly fitted or top-dose-only effect, or another doubt; inactive = no such curve, though single readings can be large; an effect the other way counts as inactive or inconclusive. The list is partial; rates above refer to the full screens.
SMILES,D1 agonist,RXFP1 ag,TRHR agonist,TRHR enhancer,D2 PAM,D1 PAM,Anesthetic bind,RXFP1 antagonist,D1 antagonist
O=C(CSc1n[nH]c(=O)n1C1CC1)c1c[nH]c2ccccc12,1,-1.6%,0.5,-2,-3,0,x,-1,-15
Cc1ccc(OCc2cc(C(=O)N(C)CCc3ccccc3)no2)cc1C,14,-0.1%,0.2,2,19,-6,-7%,-5,4
O=C(NCc1ccc(Cl)cc1)C1CCCCN1S(=O)(=O)c1ccccc1 (centres undefined),4,-1.0%,-0.9,1,x,3,7%,-5,-2
CCOC(=O)NN1C(=O)c2ccccc2NC1c1cccnc1 (centres undefined),2,2.6%,0.3,18,x,-1,31%[activator],1,6
O=C(NCc1ccccn1)C1CCC(=O)N(Cc2ccc(Cl)cc2)C1 (centres undefined),4,0.2%,0.0,-3,-10,-4,-4%,-5,-6
COC(=O)c1c(-c2ccccc2Cl)noc1-c1cnc(N)nc1C(F)(F)F,4,0.0%,-0.6,-6,3,-2,4%,-11,4
CCOC(=O)C1(Cc2cccc(OC)c2)CCN(Cc2cccc(O)c2)CC1,5,-1.3%,-0.6,6,-21,-7,-21%,-5,-1
O=C1NC(c2ccncc2)C(C(=O)c2cccs2)C(O)(C(F)(F)F)N1 (centres undefined),4,2.7%,-0.8,0,9,-2,-5%,-16,-15
CC(=O)c1nnn(-c2c(F)cccc2F)c1C,1,2.0%,0.6,7,4,0,-10%,6,-1
Cc1cc(C(=O)NC(C)CCc2ccccc2)ccc1[N+](=O)[O-] (centres undefined),3,0.1%,-1.5,-11,9,-6,-8%,1,-16
Cc1cc(C)c2c(CC(=O)N(Cc3ccccc3)C3CCS(=O)(=O)C3)coc2c1 (centres undefined),4,-0.6%,0.7,-1,x,3,-22%,-23,8
O=C(C(NS(=O)(=O)c1cccc2nsnc12)c1ccccc1)N1CCN(c2ccccn2)CC1 (centres undefined),0,0.6%,-1.3,0,-3,1,-18%,-16,-8
Cc1sc2c3ccsc3ccc2[n+]1C,5,0.1%,2.6,-1,x,7,-10%,-29,-6
O=C(O)C1CCCN1C(=O)Nc1ccc(F)cc1 (centres undefined),1,1.3%,0.1,1,-5,11,7%,-9,-16
Cc1cccc(NS(=O)(=O)c2ccc(-c3ccc(=O)[nH]n3)o2)c1,1,6.4%,-0.1,-3,x,-2,-8%,6,8
O=c1c2cnn(-c3ccccc3)c2nc(-c2cccs2)n1-c1cccc(Cl)c1,3,0.4%,0.8,-6,-7,-2,-13%,-8,-4
Cc1nn(-c2ccc(F)cc2)c(Cl)c1/C=C(\CC(=O)O)c1nc2ccccc2s1,5,-0.1%,-0.1,0,-3,2,-10%,4,-16
O=C(Cn1nc(-c2ccccc2)c2ccccc2c1=O)Nc1ccccn1,3,-1.7%,-0.9,2,-6,-2,-16%,-5,2
Cc1ccc(C(=O)NCCNC(=O)c2ccc(F)cc2)cn1,0,4.7%,0.3,13,14,-6,0%,-7,-2
COc1ccccc1COC(=O)c1cccc(S(=O)(=O)N2CCCC2)c1,14,0.3%,0.7,-2,7,-1,x,-13,-10
COC(=O)CCCC1=CC2=C(c3ccccc3)C(=O)C(C)(OC(=O)C3CCCC3)C(=O)C2=CN1Cc1ccco1 (centres undefined),5,-3.8%,0.9,-3,-7,1,8%,x,10
Cc1ccc(S(=O)(=O)N2CCC(C(=O)NNC(=O)c3ccccc3O)CC2)cc1,1,0.7%,0.0,-3,1,-2,x,-11,1
Cc1ccc(OCC(=O)Nc2sc3c(c2C#N)CC(C)(C)NC3(C)C)cc1,10,-1.2%,-0.1,0,2,0,-8%,-27,-5
CC1CC(C(F)(F)F)n2nc(C(=O)O)cc2N1 (centres undefined),2,0.3%,0.6,1,x,-9,-7%,-3,-5
CCC1C(=O)NCCN1Cc1nc(-c2ccc(C)s2)oc1C (centres undefined),4,-0.5%,-0.4,-4,-6,2,-10%,-20,4
COc1cc(NC(=O)C2=C(N3CCOCC3)/C(=C\c3ccc(Cl)cc3Cl)CC2)cc(OC)c1OC,0,2.1%,-0.2,-9,4,0,-14%,-7,17
CCOc1cc(/C=N/N=C(N)N)ccc1OCc1ccc(Cl)cc1,7,3.6%,2.1,-8,1,-6,u,x,0
Cc1cc(Br)ccc1NC(=O)CNC(=O)CN(C)Cc1nc2ccccc2c(=O)[nH]1,0,3.2%,-0.1,-8,-5,-2,-12%,8,9
CC1CC(C)CN(CCCn2c(=S)[nH]c3ccccc3c2=O)C1 (centres undefined),-1,0.5%,0.6,12,-31,6,-10%,-11,-7
Clc1ccccc1N=C1SCCS1,36*,1.6%,-0.9,-3,4,8,-16%,-11,7
CCOc1ccc(OCCCC(=O)O)cc1,1,3.2%,0.0,0,0,-4,-5%,-8,3
COc1ccc(CCNC(=O)CSc2nnc3ccc(-c4ccccn4)nn23)cc1,1,0.4%,-0.2,0,2,-6,x,-7,11
COc1cc2c(cc1OC)C(c1cc3cc(C)ccc3[nH]c1=O)N(C(=O)c1ccco1)CC2 (centres undefined),4,-3.9%,-0.1,9,7,2,-4%,-19,12
COc1ccc(-c2cc(C(F)(F)F)c3c(=O)n(-c4ccccc4)[nH]c3n2)cc1,2,-2.7%,-1.2,5,-4,3,-6%,-9,-10
O=C(c1cc(C2CC2)on1)N1CCN(C(c2ccccc2)c2ccccc2)CC1,-2,0.1%,-0.5,2,7,10,5%,-5,-2
CC(=O)Nc1cccc(OCCCNS(=O)(=O)c2ccc(F)cc2)c1,7,2.0%,-0.1,2,3,-4,-8%,2,-5
N#Cc1ccccc1Cn1c(SCC(=O)NCc2ccccc2)nc2ccccc21,2,1.7%,-1.0,-6,x,0,38%[activator],x,0
COC(=O)c1cc(N2C(=O)C3C4C=CC(CC4)C3C2=O)ccc1Cl (centres undefined),2,2.7%,0.7,-5,-5,-2,-4%,-3,3
CCN(c1ccc(OC)cc1)S(=O)(=O)c1cc(-c2cc(C)no2)ccc1OC,3,-1.5%,-0.1,-2,-3,5,0%,2,22
O=C(NCc1ccco1)C1CCN(S(=O)(=O)Cc2ccccc2)CC1,-3,-0.1%,0.6,1,-6,-6,-8%,5,2
CCCN1CCN(c2cc3c(cc2F)c(=O)c(S(=O)(=O)c2ccc(Cl)cc2)cn3C)CC1,0,2.5%,0.5,11,1,-1,-15%,-12,-6
COc1cccc(-n2nnnc2SCC(=O)Nc2nc3c(s2)CCCC3)c1,7,-2.4%,-0.6,11,7,-8,-18%,-14,-2
COc1ccc(CC(=O)OCC(=O)Nc2cccnc2Cl)cc1OC,1,2.4%,0.6,4,7,0,-4%,-11,x
CC(C)(C)C(=O)C(Cl)C(=O)Nc1ccccc1 (centres undefined),1,2.3%,-0.3,5,11,-3,u,-18,11
CCn1nc(NS(=O)(=O)c2ccccc2)c2cc3ccc(C)cc3nc21,3,1.5%,0.3,3,0,6,-13%,-7,1
Cc1cccc2sc(N(CCCN(C)C)C(=O)COc3ccc(Cl)cc3)nc12,18,2.4%,1.5,0,-12,-3,-21%,-32,-8
CC(=O)c1ccc(OCC(=O)N2CCN(S(=O)(=O)c3ccc(C)cc3C)CC2)cc1,9,-0.8%,-0.1,-2,-12,-7,-16%,-20,-10
COc1cc(S(=O)(=O)NCCN2CCOCC2)c(OC)cc1Cl,4,-0.1%,-0.1,6,7,4,7%,12,4
CC(=O)N1CCN(c2ccccc2NC(=O)c2cccc3c(Cl)cccc23)CC1,5,2.6%,2.7,-10,x,-7,-17%,3,0
COc1ccccc1C(OC(=O)c1ccco1)C(=O)NC(C)(C)C (centres undefined),2,1.6%,-0.5,-3,-2,-1,-4%,-9,7
Cc1ccccc1C(=O)Nc1ccc(Br)c(C)n1,3,2.2%,-1.4,-1,-6,1,-9%,2,-14
CN(Cc1cccc(F)c1)C(=O)c1cc(S(=O)(=O)N2CCOCC2)ccc1N1CCCC1,-1,1.9%,-1.6,-4,0,-4,x,-4,-25
COCC1CCCCN1C(=O)c1ccc(OC)c(OC2CCN(C(C)C)CC2)c1 (centres undefined),2,0.4%,1.1,9,1,-3,0%,-5,-3
Cc1ccc(NC(=O)C(C)Sc2nnc(-c3cccnc3)o2)cc1 (centres undefined),0,-0.6%,0.3,-3,-10,1,-7%,5,7
CCSc1ccc2c(c1)N(CCCN1CCN(C)CC1)c1ccccc1S2,19,-1.0%,1.1,4,-23,-5,-6%[29.3 µM],x,-91*
CCC(c1nnnn1CCC(C)C)N1CCC(C(N)=O)CC1 (centres undefined),2,0.2%,0.9,16,0,-1,-14%,-10,2
Cc1ccc(Cc2cnc(N3C(=N)SC(C)C3=O)s2)cc1 (centres undefined),6,0.0%,2.5,19,5,-11,-17%,-26,-7
C/C=C(\NC(C)=O)c1ccccc1,-1,0.5%,0.6,9,x,-4,x,x,x
Cc1ccc2c(c1)-n1c(nc3cc(F)ccc3c1=O)C(Cc1ccccc1)NC2=O (centres undefined),1,0.2%,0.8,12,5,3,x,x,x

# Screening data from PubChem.
